# AT treatment = qHTS Assay for Identifying a Potential Treatment of Ataxia-Telangiectasia. […] A-T fibroblasts, KAP-1 phosphorylation AlphaLISA; neocarzinostatin DNA damage 30 min before lysis. Potency, µM (highest dose often 57.5 µM), inactives show at the top dose activation, actives largely listed as activators. 320,000 compounds, 0.19% hits; further: potency means the concentration at half of the fitted maximal effect; % of control where 0% means no effect; nearly all actives have a fitted effect of over 45% in size
#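 hTERT-immortalized A-T patient fibroblasts ([…]), 500 cells/well in OPTI-MEM, 1% FBS, got compounds for 60 min, then NCS for 30 min at 37C. Lysates were then assayed for phospho-KAP-1 by AlphaLISA (anti-pKAP1 donor, anti-KAP1 acceptor beads), 6 hr at 25C.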
# TCR act = Activators of T cell receptors: qHTS campaign. primary human leukocytes, anti-CD3, IL-2 HTRF, 48 h. Potency, µM (doses to about 9.22 µM), for inactives: at the top dose activation of IL-2 secretion, most hits filed as activators. 330,000 tested, under 10 active. AID 504894, 2011; further: % of control where 0% means no effect
#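 HTRF read-out of IL-2 secretion: europium cryptate donor excited at 320nm, d2 acceptor emission at 665nm. Cells were primary human leukocytes incubated 48 hr with compounds and a-CD3 beads, supplying TCR signal only.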
# CXXC DNA block = qHTS Fluorescence Polarization Assay for Inhibitors of MLL CXXC domain - DNA interaction; MLL-CXXC / FITC-HOXA9 DNA fluorescence polarization; Potency, µM (top dose mostly 115 µM), without a hit: at the highest dose activity change, negative = inhibition, hits mostly inhibitors; 290,000 compounds, 0.037% hits; active means well fitted inhibition curve with a large enough effect in the polarisation, with a control signal flat, not every such curve was filed as active; inconclusive means small, poorly fitted or top-dose-only effect, or effect the other way, or a change in a side signal; inactive means no such curve, though single readings can be large or run the other way; the % refers to the polarisation; further: potency means the concentration at half of the fitted maximal effect
#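 Purified MLL-CXXC (added from a 7 uM solution) was preincubated 5 min at ambient with pinned compounds in 50 mM Tris-HCl pH 7.5, 50 mM NaCl, 1 mM DTT, 0.05% BSA. Fluorescein-labeled HOX-A9 DNA (50 nM solution) followed, 30 min, then polarization read.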
# Giardia kill = Small Molecules that selectively kill Giardia lamblia: qHTS; activity change, % at 7.66 µM, hits read low; Giardia lamblia trophozoite viability; 340,000 compounds, 0.15% hits; in the data active means activity change below about -80%; inconclusive means between about -30% and that limit;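 further: parasites exposed to compound for two days anaerobically before the ATP read; on the % scale 0 is the no-effect control and ±100 the full control effect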
#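 Anaerobic 48 hrs incubation at 37 deg C of 100 trophozoites/well with test compounds; ATPLite 1-Step luminescence, 15-30 min RT, reports cellular ATP as viability.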
# KCNH2 WT inh = qHTS for Inhibitors of KCHN2 3.1: Wildtype qHTS | Voltage-gated inwardly rectifying potassium channel KCNH2 (Homo sapiens), Q12809 | activity change, % at 1.84 µM | 340,000 compounds, 0.37% hits | U2OS, BacMam KCNH2, thallium flux FluxOr; stronger effect = lower value;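 active means maximum activity change below -70%; inconclusive means maximum activity change between -70% and -50%; inactive means maximum activity change above -50%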; further: on the % scale 0 is the no-effect control and ±100 the full control effect
#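 U2OS cells transduced with wild-type KCNH2 virus are loaded with FluxOr dye for 45 min, and thallium flux is measured in kinetic reads before and after stimulation buffer. Rate constants are normalized to DMSO controls.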
# FBPA coupling cs = qHTS Assay for Inhibitors of Fructose-1,6-bisphosphate Aldolase from Giardia Lamblia: Coupling assay counterscreen. coupling enzyme system counterscreen, AmpLite Red fluorescence. activity change, negative = inhibition, % at 58.2 µM, hits read low. AID 2472, 2010. 290,000 compounds, 0.67% hits; in the data active means activity change below about -30%; further: on the % scale 0 is the no-effect control and ±100 the full control effect
#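 Final compound at 57.5 uM, incubated 10 min at RT with coupling enzyme reagent (glyceraldehyde-3-phosphate), then 20 min with substrate and AmpLite Red detection. Fluorescence read at 525/598 nm; tests interference with the coupling assay, not aldolase inhibition.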
# Tb PFK inh = qHTS Assay to Find Inhibitors of T. brucei phosphofructokinase; T. brucei PFK, ADP-Glo luminescence; Potency, µM (series often up to 57.5 µM), for inactives: top-dose activity, negative = inhibition, actives largely listed as inhibitors; 330,000 compounds, 0.17% hits; AID 485367, 2010; ATP-dependent 6-phosphofructokinase (Trypanosoma brucei brucei), O15648;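 further: potency means the concentration at half of the fitted maximal effect; 0% = uninhibited 1x PFK enzyme wells and -100% = no-enzyme wells; nearly all actives have a fitted effect of over 60% in size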
# Target sequence (O15648 whole entry, looked up): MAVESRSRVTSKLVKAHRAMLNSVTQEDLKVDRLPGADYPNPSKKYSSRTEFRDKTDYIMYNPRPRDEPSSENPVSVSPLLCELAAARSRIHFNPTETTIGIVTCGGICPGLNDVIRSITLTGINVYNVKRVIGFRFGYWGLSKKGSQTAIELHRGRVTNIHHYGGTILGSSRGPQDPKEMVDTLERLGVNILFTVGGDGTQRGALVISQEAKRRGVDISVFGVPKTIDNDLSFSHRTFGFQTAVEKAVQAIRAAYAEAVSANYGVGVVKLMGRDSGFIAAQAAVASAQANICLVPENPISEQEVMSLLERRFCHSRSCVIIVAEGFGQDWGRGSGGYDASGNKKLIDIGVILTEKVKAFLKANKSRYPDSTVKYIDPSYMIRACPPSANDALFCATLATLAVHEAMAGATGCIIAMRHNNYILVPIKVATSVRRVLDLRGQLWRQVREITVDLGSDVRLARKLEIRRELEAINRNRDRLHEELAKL
#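 Luminescent ADP detection (ADP-Glo, two-step: ATP depletion then ADP-to-ATP conversion for luciferase) reported PFK activity after 45 min room-temperature reaction of 1.25 nM enzyme with 0.5 mM F6P and 0.1 mM ATP at pH 8.0.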
# TSHR antag = Antagonists of the Thyroid Stimulating Hormone Receptor: HTS campaign | Thyrotropin receptor (Homo sapiens), P16473 | TSHR-expressing cells, TSH-stimulated cAMP HTRF, 2 h; stronger effect = lower value | activity change, negative = inhibition, % at 11.5 µM | 330,000 compounds, 0.2% hits | AID 504810, 2011;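 active means activity change below a set negative limit, meaning inhibition stronger than a set level, cut at about -70% in these data; inconclusive means activity change between two set negative limits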; further: on the % scale 0 is the no-effect control and ±100 the full control effect
#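 TSHR-expressing cells were treated with compounds, then stimulated with TSH at EC80 (4nM final) for 2 hours at 37 deg C. Cellular cAMP was measured by HTRF competition between lysate cAMP and cAMP-d2 for a cryptate-labelled anti-cAMP antibody.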
# Chronic BCR inh = qHTS Assay to Find Inhibitors of Chronic Active B-Cell Receptor Signaling. 340,000 compounds, 0.05% hits. ABC-DLBCL IkBa-CBG/CBR reporter, luminescence ratio, 4 h. Potency, µM (highest dose often 46.1 µM), without a hit: at the top dose ratio change, negative = lower green/red ratio, usual class: inhibitors; active means well fitted inhibition curve with a large enough effect in the signal ratio, with a control signal flat, not every such curve was filed as active; inconclusive means small, poorly fitted or top-dose-only effect, or effect the other way, or a change in a side signal; the % refers to the signal ratio;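 further: potency means the concentration at half of the fitted maximal effect; plate controls were basal doxycycline-induced cells for no effect and cells given 10 µM MG132 for full effect; MG132 reads +100%, hits lower the ratio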
#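 TMD8 human ABC-DLBCL cells with doxycycline-inducible IκBα–green luciferase fusion and unfused red luciferase, in 0.5% FBS medium; compounds up to 46 uM, 4 h at 37C. Green/red luminescence ratio, filter-overlap corrected, fitted to concentration-response curves.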
# GALK inh = qHTS Assay for Inhibitors of Human Galactokinase (GALK); Potency, µM (series often up to 57.5 µM), for the others: at the top dose activity change, negative = inhibition, hits mostly inhibitors; 270,000 compounds, 0.007% hits; Purified GALK, Kinase-Glo residual ATP luminescence; further: potency means the concentration at half of the fitted maximal effect; on the % scale 0 is the no-effect control and ±100 the full control effect
# Target sequence (P51570 whole entry, looked up): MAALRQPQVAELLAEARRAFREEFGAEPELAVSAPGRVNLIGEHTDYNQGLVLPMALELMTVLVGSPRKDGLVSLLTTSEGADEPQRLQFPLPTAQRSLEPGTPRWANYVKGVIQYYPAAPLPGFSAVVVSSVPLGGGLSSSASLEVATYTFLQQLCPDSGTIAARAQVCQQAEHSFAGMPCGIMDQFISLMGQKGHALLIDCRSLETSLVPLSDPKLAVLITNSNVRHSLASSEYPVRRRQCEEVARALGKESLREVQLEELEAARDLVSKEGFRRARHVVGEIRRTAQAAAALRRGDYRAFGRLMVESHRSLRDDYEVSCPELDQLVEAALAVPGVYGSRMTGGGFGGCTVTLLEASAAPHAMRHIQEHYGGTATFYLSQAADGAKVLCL
#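 5 nM enzyme, 35 uM ATP, 100 uM galactose, 20 mM HEPES pH8.0, 5 mM MgCl2; 1 h RT; residual ATP by Kinase-Glo Plus luminescence, qHTS format.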
# An asterisk follows results filed as active; i = inactive; ? = inconclusive; . = no result given; & = joins results of further samples; [ ] = remark or other dose. Unless noted, the call rests on the fitted dose curve; in most records, active means well fitted curve in the direction sought with a large enough effect; inconclusive means small, poorly fitted or top-dose-only effect, or another doubt; inactive means no such curve, though single readings can be large; an effect the other way counts as inactive or inconclusive. No enrichment for hits. About 1.6% of those tested had a hit in this group.
SMILES,AT treatment,TCR act,CXXC DNA block,Giardia kill,KCNH2 WT inh,FBPA coupling cs,Tb PFK inh,TSHR antag,Chronic BCR inh,GALK inh
COC(=O)CNC(=O)C1CC(=O)N(CCc2ccc(F)cc2)C1 (configuration not stated),-2%,-3%,-6%,30[activator],0,2,3%,1,-2%,-2%
COc1cc(NC(=O)c2cccc([N+](=O)[O-])c2)ccc1NC(=O)c1cc2ccccc2o1,-6%,-1%,4%,7,-5,1,2%,0,0%,-2%
Cc1ccc(-n2c(N)c(C(N)=O)sc2=S)cc1,.,2%,15%,-11,-30,-3,-26%,45,?,2%
O=C(N/N=C/c1cccs1)C1CC(=O)N(c2ccccc2)C1 (configuration not stated),1%,-6%,-11%,1,9,4,1%,-20,?,2%
CCN(CC)S(=O)(=O)c1cc(C(=O)N=c2sccn2C)ccc1OC,15%,7%,34%[activator],-2,-8,.,-18%,-2,1%,-9%
O=C(NCc1cccs1)C1CC(=O)N(C2CCCC2)C1 (configuration not stated),-15%,.,2%,0,10,4,1%,12,11%,-2%
CC(C)C(=O)Nc1nnn(C)n1,1%,-4%,1%,-14,-4,2,1%,-9,-3%,-1%
CC1=C(C(=O)OCc2ccccc2)C(c2cccnc2)n2nnnc2N1 (configuration not stated),-1%,2%,-16%,10,-8,-13,12%,7,-3%,1%
COc1ccccc1CNC(=O)CN1C(=O)NC(C)(c2ccc(C)cc2)C1=O (configuration not stated),4%,19%,5%,-2,7,-2,-22%,30,0%,6%
CCOc1cc(S(=O)(=O)N(CC)CC)ccc1Cl,0%,-4%,25%,-28,0,0,9%,14,3%,0%
O=C1CC(NNc2ccccc2)C(=O)N1c1cccc(Cl)c1 (configuration not stated),2%,-4%,1%,-26,4,-1,1%,-7,3%,-3%
CC(C(=O)Nc1ccccc1)N(C)Cc1cccs1 (configuration not stated),5%,-4%,7%,-8,2,0,1%,-8,7%,11%
CCOC(=O)N1CCC(N2Cc3cccc(C(=O)N4CCN(c5cccc(Cl)c5)CC4)c3C2=O)CC1,0%,6%,3%,1,1,3,2%,6,-18%,-1%
CC(C)NS(=O)(=O)c1ccc2c3c(cccc13)CC2,0%,0%,3%,31[activator],2,-1,-1%,-14,-2%,-1%
CN(C)CCN1C(=O)c2oc3ccccc3c(=O)c2C1c1ccc(F)cc1 (configuration not stated),0%,-1%,-6%,1,-5,1,1%,3,1%,4%
O=C1CC(N2CCC(O)(c3ccc(Cl)cc3)CC2)C(=O)N1Cc1ccc(N2CCCC2=O)cc1 (configuration not stated),-1%,2%,-7%,-2,6,2,27%,2,-1%,2%
Cc1ccc(-c2csc(N3CCC(NS(=O)(=O)c4ccc5c(c4)OCCO5)CC3)n2)cc1,-1%,4%,35%[activator],-9,3,-3,4%,?,2%,1%
CC12CC3CC(C)(C1)CC(C(=O)NCc1ccco1)(C3)C2,7%,-6%,1%,-6,5,1,0%,8,?,15%
Fc1ccccc1CN1CCCC(NC2CCC2)C1 (configuration not stated),1%,5%,2%,-19,8,0,0%,-3,0%,0%
O=C(Nc1cccs1)Nc1cccnc1Cl,-1%,5%,-1%,-27,0,1,-7%,8,?,3%
CC(C)c1nn2c(=O)cc(CSc3ccccc3NC(=O)c3ccccc3F)nc2s1,-4%,3%,13%,1,-13,0,-4%,-11,?,1%
COC(=O)c1ccc(Cn2nnc3c(=O)[nH]c(C4CCCN(S(=O)(=O)c5ccc(C)cc5)C4)nc32)cc1 (configuration not stated),4%,3%,14%,3,0,0,-6%,4,10%,-2%
CNc1ccccc1C(=O)OC(C)C(=O)Nc1ccc(Cl)cn1 (configuration not stated),42%,-21%,-15%,17,-8,-1,-12%,-14,?,0%
CC(C)C[C@H](NC(=O)[C@@H]1Cc2c([nH]c3ccccc23)C2c3ccccc3C(=O)N21)C(=O)N1CCC[C@@H]1C(=O)O (some centres not stated),-13%,-6%,-8%,12,-5,1,-5%,-16,4%,.
CC[N+]1(CC)CC2=Cc3c(ccc4ccccc34)C(C)C2C1 (configuration not stated),13%,-1%,-1%,-7,2,-5,1%,-8,-1%,-1%
Cc1ccc(N(CC(=O)N/N=C/c2cc(C)n(-c3ccccc3C)c2C)S(C)(=O)=O)cc1,-3%,-4%[46.1 µM],-2%,8,-3,-2,0%,2,-6%,-2%
CC(C)(C)c1nc(NCCO)c2nnn(Cc3ccccc3)c2n1,-16%,-1%,-3%,8,-9,-2,4%,-2,?,-2%
O=S(=O)(c1ccccc1)N1N=C(c2cccs2)CC1c1cccc(O)c1 (configuration not stated),-8%,-4%,16%,12,4,.,0%,7,0%,0%
COc1ccc(NC(=O)CSc2nnc3ccc(-c4cccnc4)nn23)c(OC)c1,15%,1%,.,6,11,.,-8%,15,?,.
Cc1nnc(SCC(=O)NCC2CCCCC2)n(N)c1=O,-4%,1%,1%,-6,6,4,-5%,5,-10%,-2%
Cc1c(Cl)cccc1NC(=O)CSc1nc(=O)n(CCCN2CCOCC2)c2c1CCC2,-2%,8%,.,-2,5,.,3%,-3,-3%,.
CCNC(=S)N1C2CCC1CC(NC(=O)Nc1ccc(C(=O)OCC)cc1)C2 (configuration not stated),3%,2%,4%,0,-8,-1,1%,-4,3%,0%
C[C@H](CO)N1C[C@H](C)[C@@H](CN(C)C(=O)Nc2ccccc2)Oc2ccc(NS(=O)(=O)c3ccc(F)cc3)cc2C1=O,2%,1%,.,29,5,.,6%,-6,?,.
CC(=O)N(C)c1ccc(NC(=O)/C=C/c2ccccc2Cl)cc1,0%,2%,-6%,-2,-16,-4,8%,-8,6%,-2%
CCCNS(=O)(=O)c1ccc(OCC(=O)NCc2ccc3c(c2)OCO3)cc1,8%,3%,0%,-3,-11,3,1%,-3,1%,2%
CC(=O)Nc1ccc(S(=O)(=O)c2ccc(N)cc2)cc1,3%,13%,7%,-15,19,3&2,7%,5,-1%,-1%
COCCCNC(=O)CN(c1cc(C(F)(F)F)ccc1Cl)S(C)(=O)=O,14%,-1%,-7%,15,3,1,1%,-3,?,-1%
O=C(CN1CCOCC1)Nc1ccccc1Sc1ccccc1,2%,-4%[46.1 µM],0%,7,i,1,5%,-5,-7%,0%
Nc1ccc(S(=O)(=O)O)cn1,1%&-2%&2%,2%&-7%&2%,-16%&-21%&11%,-16&-11&42,-3&-6&3,0&0&1,-2%&-3%&-3%,-8&0&-6,-10%&0%&1%,-1%&1%&8%
COc1cc(C(=O)O/N=C(\N)c2ccccn2)cc(OC)c1OC,1%,-2%,0%,1,1,4,-1%,13,?,2%
CCCC(C)NC(=S)Nc1cc(C)cc(C)c1 (configuration not stated),3%,-5%,6%,-20,4,0,1%,-8,-1%,-1%
COC(=O)c1cc2occc2n1CC(=O)Nc1ccc(C)cc1C,0%,8%,1%,3,-11,1,0%,3,2%,2%
O=C(C1CCN(Cc2ccccc2)CC1)N1CCCC1,6%,-1%[46.1 µM],2%,-10,4,-3,-3%,14,-10%,3%
O=C1CCN(Cc2ccccc2)CCN1[C@H](CO)Cc1ccccc1,3%,-2%,6%,-4,-10,3,-1%,1,-10%,.
Cc1cc(C)nc(SCC(=O)NN)n1,-7%,6%,-5%,-16,-7,3,4%,-14,0%,9%
COCCn1c(C)cc(C2=NNC(=NC3CC3)SC2)c1C,-1%,-11%,3%,?,4,1,-21%,8,?,13%
O=C(O)CNc1nc(-c2ccccc2)nc2ccccc12,-5%,3%,3%,1,5,7,4%,-5,12%,-1%
Cc1c(Br)c([N+](=O)[O-])nn1C(C)C(=O)Nc1c(C)n(C)n(-c2ccccc2)c1=O (configuration not stated),-7%,2%,?,-6,-5,2,8%,1,5%,0%

# Screening data as filed in PubChem BioAssay.
